Screens from PubChem.
B2AR arrestin: beta2AR (human) beta-arrestin recruitment activity; hit rate 0.02% among 330,000; Potency, µM (titrated, usually from 46.1 µM), for the others: at the top dose activation, actives largely listed as activators; P07550; AID 492947; beta-arrestin recruitment to beta2AR, cell-based reporter;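 also: potency is read from the fitted curve at half-maximal effect; 0% = DMSO controls and full agonism = EC100 isoproterenol or metaproterenol; nearly all actives have a fitted effect of over 65% in size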
Target sequence (P07550 whole entry, looked up): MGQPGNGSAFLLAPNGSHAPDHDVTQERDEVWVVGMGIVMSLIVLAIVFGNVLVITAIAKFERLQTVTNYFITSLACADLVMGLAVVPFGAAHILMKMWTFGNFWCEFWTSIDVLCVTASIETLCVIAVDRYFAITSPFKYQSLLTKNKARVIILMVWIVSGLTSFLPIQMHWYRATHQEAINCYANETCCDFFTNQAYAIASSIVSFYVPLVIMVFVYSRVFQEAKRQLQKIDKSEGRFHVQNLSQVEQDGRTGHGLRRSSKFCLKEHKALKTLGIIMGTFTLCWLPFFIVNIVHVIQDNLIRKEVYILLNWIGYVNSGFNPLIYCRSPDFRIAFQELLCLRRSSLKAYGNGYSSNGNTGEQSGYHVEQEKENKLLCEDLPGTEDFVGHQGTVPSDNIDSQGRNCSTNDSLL
PTAP TSG101 blk: blocks PTAP/TSG101 interaction to inhibit HIV-1 budding; Potency, µM (highest dose often 115 µM), inactives show at the top dose activity change, negative = inhibition, hits mostly inhibitors; 340,000 tested, under 10 active; Fluorescence polarization, FITC-PTAP peptide / Tsg101 binding; Q99816; AID 493005; active = well fitted inhibition curve with a large enough effect in the main read-out, with a control signal flat, not every such curve was filed as active; inconclusive = small, poorly fitted or top-dose-only effect, or effect the other way, or a change in a side signal; inactive = no such curve, though single readings can be large or run the other way; also: potency is read from the fitted curve at half-maximal effect; % of control where 0% means no effect
Target sequence (Q99816 whole entry, looked up): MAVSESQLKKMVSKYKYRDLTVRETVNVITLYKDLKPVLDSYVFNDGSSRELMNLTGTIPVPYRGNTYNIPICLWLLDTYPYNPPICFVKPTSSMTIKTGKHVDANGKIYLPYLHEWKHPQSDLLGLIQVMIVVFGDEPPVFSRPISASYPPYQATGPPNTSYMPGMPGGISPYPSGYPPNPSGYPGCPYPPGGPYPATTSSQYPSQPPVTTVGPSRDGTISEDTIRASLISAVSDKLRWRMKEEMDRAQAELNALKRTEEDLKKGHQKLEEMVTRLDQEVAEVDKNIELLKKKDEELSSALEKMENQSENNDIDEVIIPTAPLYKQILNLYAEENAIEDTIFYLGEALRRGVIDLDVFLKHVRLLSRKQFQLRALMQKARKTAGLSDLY
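Compounds were pin-transferred onto Tsg101 binding domain (10 uM final) in HEPES pH 7.5 buffer, then FITC-PTAP peptide was added at 50 nM final. After 20 min at RT, polarization reported peptide displacement across a qHTS concentration series.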
ELG1 genotoxic: inducers of genotoxicity in HEK293T ELG1-luciferase cells. AID 504466. HEK293T ELG1-luciferase reporter, luminescence, 16 h. hit rate 1.3% among 330,000. Potency, µM (top dose mostly 46 µM), without a hit: top-dose activity change, positive = activation, most hits filed as activators; also: potency is read from the fitted curve at half-maximal effect; % of control where 0% means no effect; nearly all actives have a fitted effect of over 60% in size
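DMSO vehicle served as control against compound-treated ELG1-luciferase HEK293T cells; exposure lasted 16 hr at 37 °C and 5% CO2, followed by ONE-Glo luminescence detection after 30 min.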
ASM inhibitor: blocks human secretory acid sphingomyelinase; hit rate 0.006% among 340,000; AID 504937; Potency, µM (titrated, usually from 57.5 µM), inactives show at the highest dose activity change, negative = inhibition, actives largely listed as inhibitors; placental ASM, HMU-PC fluorogenic substrate, 60 min; also: potency is read from the fitted curve at half-maximal effect
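Human placenta-derived ASM preincubated with compound 10 min at room temperature, then reacted with 9 uM (final) fluorogenic HMU-PC substrate for 60 min at 37 C. Stop solution raises pH to 10; fluorescence read at Ex 386/Em 447 nm.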
USP2a block: inhibitors of human ubiquitin-specific protease USP2a; USP2 core, Ub-CHOP2 coupled fluorogenic reporter, 485/531; Potency, µM (top dose mostly 38.3 µM), for the others: at the top dose activity change, negative = inhibition, usual class: inhibitors; hit rate 0.01% among 330,000; AID 463254;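 also: potency is read from the fitted curve at half-maximal effect; plate controls were DMSO wells for no effect and full inhibition by NEM control for full effect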
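Cell-free coupled assay: 10nM USP2 core preincubated 30min RT with compound in Tris-HCl pH 8.0/CaCl2/CHAPS buffer, then 25nM Ub-CHOP2 and 25nM reporter substrate; fluorescence (Ex 485/Em 531) read after 60min RT, normalized to NEM inhibition, concentration-response curves fitted.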
BRCA1 expr act: activators of BRCA1 expression; MCF7-BRCA1-FFLuc reporter, luminescence, 48 h; response scale: scaled: vehicle 0%, 10 µM genistein 100%; Potency, µM (titrated, usually from 46.1 µM), for inactives: at the top dose activation, usual class: activators; hit rate 1.1% among 380,000; AID 624202; also: potency is read from the fitted curve at half-maximal effect; nearly all actives have a fitted effect of over 80% in size; some results filed as inactive show a strong effect at the top dose
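Luminescence from a BRCA1-driven firefly luciferase in MCF7 cells was the read-out, taken 15 min after substrate addition following 48 h compound exposure at 37 °C. Data were normalized to a 10 microM genistein control and DMSO vehicle.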
p53 reactivation: mutant p53 re-activation in reporter cells; H1299 p53-A138V BP100-luciferase reporter, luminescence, 24 h; Potency, µM (doses to about 92.2 µM), without a hit: top-dose activity change, positive = activation, actives largely listed as activators; AID 504706; hit rate 0.063% among 320,000; also: potency is read from the fitted curve at half-maximal effect; % of control where 0% means no effect; nearly all actives have a fitted effect of over 45% in size
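H1299 (p53-null), stable ts p53-A138V + BP100-Luc; 1000 cells/well, Opti-MEM/10% FBS; cpd 4 pt, 1:5; 24 h, 37 deg C, 5% CO2; detection reagent 10 min RT; luminescence.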
TRPV1 ag: activates the human vanilloid receptor TRPV1 | TRPV1-expressing cells, Fluo-8 calcium influx, agonist mode | activation, % at 8.33 µM | hit rate 0.19% among 320,000 | Q8NER1; in the data active = activation above about 80%; inconclusive = between about 30% and that limit; also: 0% is about no effect
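Fluo-8 calcium influx in TRPV1-expressing cells, kinetic read (ex 480/em 520 nm). Compound added and read 3 min for agonist activity, followed by capsaicin at EC20 final and 2 min further read for enhancement.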
a7 integrin act: integrin-mediated muscular dystrophy alleviation activation; hit rate 0.064% among 350,000; alpha7betagal myoblasts, beta-gal FDG fluorescence, 48 h; AID 624291; Potency, µM (doses to about 38.3 µM), for inactives: top-dose activation, most hits filed as activators;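 also: potency is read from the fitted curve at half-maximal effect; 100% = response of the positive control SU9516; nearly all actives have a fitted effect of over 60% in size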
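Alpha7betagal+/- myoblasts (passage 13) were plated 16-24 hr, then exposed to compounds (1:260 dilution of DMSO stock) for 48 hours at 37C. After MPER lysis, β-galactosidase reporter activity was read as FDG fluorescence (ex 480/em 540) after 30 minutes.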
Eya2 inh: Eya2 (human) phosphatase inhibition. O00167. AID 488837. Potency, µM (top dose mostly 76.9 µM), for inactives: top-dose activity, negative = inhibition, actives largely listed as inhibitors. hit rate 0.006% among 330,000. recombinant Eya2, OMFP fluorescence dephosphorylation (OMFP is methylfluorescein phosphate); also: potency is read from the fitted curve at half-maximal effect; % is scaled to controls: 0 for no effect and ±100 for the full control effect
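Eya2 protein (added as 0.2 uM solution) was preincubated with compound for 10 min at ambient temperature in 50 mM HEPES pH 7.5, 50 mM NaCl, 5 uM MgCl2, 0.05% BSA, 1 mM DTT. OMFP (added at 50 uM) then reacted 10 min; fluorescence read at 485/525 nm.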
uPA generation: inhibitors of cell surface uPA generation; Potency, µM (highest dose often 38.3 µM), inactives show top-dose activity change, negative = inhibition, most hits filed as inhibitors; hit rate 0.31% among 330,000; cell surface uPA generation assay, qHTS; AID 540303; active = well fitted inhibition curve with a large enough effect; inconclusive = small, poorly fitted or top-dose-only effect; inactive = no such curve, though single readings can be large or run the other way; tested in mouse RAW 264.7 cells; also: potency is read from the fitted curve at half-maximal effect; % is scaled to controls: 0 for no effect and ±100 for the full control effect; nearly all actives have a fitted effect of over 55% in size
* marks the source's active call; other numbers are inactive results; i = inactive; ? = inconclusive; . = not tested or not shown; & = joins results of further samples; [ ] = another dose, or the depositor's remark. Unless noted, calls follow the shape of the dose curve; as a rule, active = well fitted curve in the direction sought with a large enough effect; inconclusive = small, poorly fitted or top-dose-only effect, or another doubt; inactive = no such curve, though single readings can be large; an effect the other way counts as inactive or inconclusive.

SMILES | B2AR arrestin | PTAP TSG101 blk | ELG1 genotoxic | ASM inhibitor | USP2a block | BRCA1 expr act | p53 reactivation | TRPV1 ag | a7 integrin act | Eya2 inh | uPA generation
COc1ccc(N/C=C/C(=O)c2cc(OC)c(OC)c(OC)c2)cc1 | 0.4% | -2% | ? | -2% | 2% | -46% | . | -1 | 2% | -19% | -12%
CCn1c(SCC(=O)c2[nH]c(C)c(C(C)=O)c2C)nnc1-c1cccs1 | 0.1% | -6% | 1% | -1% | 1% | -84% | 5% | -1 | -11% | 10% | -1%
COc1ccccc1CNC(=O)c1cccc(-c2ccc(C)c3ccccc23)n1 | 3.4% | . | -11% | . | -1% | . | -1% | 25 | . | -2% | .
CCOc1ccc(-n2c(=S)sc3c(=O)[nH]c(SCC(=O)NC(C)CC)nc32)cc1 (stereo not drawn) | 3.0% | -5% | -5% | 3% | -1% | -2% | 1% | 0 | 0% | 9% | 9%
O=C(NN1CCOCC1)c1ccccc1 | 0.2% | -3% | -6% | 6% | 0% | 6% | -3% | 18 | -24% | -15% | 4%
O=C(NCc1ccccc1)c1cc(-c2ccncc2)nc2ccccc12 | 0.1% | -9% | -8% | -5% | 1% | -27% | -1% | 0 | -6% | -9% | -3%
O=C(O)/C=C\C(=O)Nc1ccccc1C(=O)NCc1ccccc1 | -1.0% | 3% | -1% | 2% | -1% | 0% | 2% | 1 | 25% | 8% | -1%
CC[C@]12c3[nH]c4cc(CCC(=O)N(C)C)ccc4c3CCN1C(=O)[C@@H](CC(=O)NCc1ccc(OC)c(OC)c1)C[C@@H]2C(=O)N1CCN(C(=O)C2CC2)CC1 | -0.5% | -19% | 9% | 5% | 1% | 6% | -2% | . | 23% | 6% | 26%
O=C(c1ccc(CSc2ccc(Cl)cc2)cc1)N1CCCC1 | -0.1% | -2% | 10% | 5% | -6% | 10µM* | 2% | 9 | ? | -1% | -3%
O=c1[nH]c(=O)n(Cc2ccccc2)c2c1CCC2 | 0.2% | -9% | 1% | 1% | 0% | 0% | -3% | 1 | -17% | 15% | -8%
COC(=O)c1ccc(OCC(O)CN(CCO)CCO)cc1 (stereo not drawn) | -1.1% | -1% | 2% | 6% | 1% | 1% | 0% | -1 | -4%[7.66 µM] | 3% | 0%
CCOC(=O)C1CCN(C(=O)COC(=O)CNC(=O)c2ccc(C(C)(C)C)cc2)CC1 | -0.4% | -1% | 1% | 1% | 2% | -1% | 1% | . | -6% | -11% | -3%
NC(=O)COc1ccc(/C=C2\C(=O)ON=C2c2ccccc2)cc1 | -0.1% | -3% | 13% | 1% | 2% | 0% | -1% | -2 | 16% | -11% | -1%
Cc1nn(C)cc1CNC(=O)Nc1ccc(Cl)cc1 | 0.0% | -13% | ? | -2% | 3% | 64% | ? | 15 | 19% | 12% | -1%
CCN(CC)C(=O)Cn1c(=O)n(-c2ccccc2)c(=O)c2c3c(sc21)CCC3 | 0.2% | -10% | 0% | -2% | 1% | -13% | -5% | 0 | -15% | 1% | 2%
COC(=O)c1c(NC(=O)C2C3CCC(O3)C2C(=O)O)sc2c1CCCCCC2 (stereo not drawn) | -0.5% | -4% | 0% | 4% | -1% | -29% | -4% | -8 | -11% | 6% | 6%
Cc1c(C=O)c2ccccc2n1CCOc1ccccc1 | 0.2% | -3% | -11% | -9% | 0% | -17% | -74%[inhibitor] | 7 | 11% | -23% | -22%
COC(=O)CNC(=O)c1cccc(-c2ccc(OC)cc2)c1 | -0.2% | 2% | 4% | 0% | 0% | 0% | -3% | 0 | 1% | 3% | 1%
O=C(CSC1=NS(=O)(=O)c2cc(F)ccc2N1)NCc1ccccc1 | -0.6% | -3% | 0% | . | 1% | 13% | 1% | -2 | 6% | 0% | 0%
O=C(Cn1cnc2ccccc2c1=O)OCC(=O)c1ccc2c(c1)OCCO2 | -0.6% | -4% | 0% | 0% | 0% | -30% | 2% | 3 | -16% | 7%[15.4 µM] | 2%
CC(C)(C)NC(=O)c1ccc(Cn2cc(C(F)(F)F)ccc2=O)cc1 | -0.1% | -2% | 0% | 3% | 0% | -13% | 1% | 2 | 5% | 6% | 5%
CCc1ccc(N(C(=O)C(F)(F)F)C(C(=O)NC2CCCCC2)c2ccncc2)cc1 (stereo not drawn) | -0.2% | -3% | -2% | -1% | 1% | -7% | -1% | 26 | 32% | 9% | 13%
CCOc1ccccc1NC(=O)CN1C(=O)COc2ccc(S(=O)(=O)N3CCOCC3)cc21 | -0.3% | -8% | 0% | 1% | 2% | -5% | 11% | -3 | 0% | 0% | -6%
OC1CCCN(CC(O)COC(c2ccc(F)cc2)c2ccc(F)cc2)C1 (stereo not drawn) | -1.9% | 1% | -2% | 0% | -1% | -8% | -2% | 3 | -22% | ? | 0%
c1ccc(C2=NN(c3ccccc3)C(c3ccco3)C2)cc1 (stereo not drawn) | -0.2% | -15% | -1% | i | 3% | 0% | 6% | 19 | -26% | 11% | -5%
O=C(Cc1cccs1)Nc1cccc([N+](=O)[O-])c1 | 0.0% | 0% | -3% | -2% | 1% | 1% | 4% | 25 | -24% | 2% | -1%
CCc1ccccc1NC(=O)Nc1cccn(Cc2ccccc2F)c1=O | 0.6% | -3% | -4% | -1% | 0% | -28% | -3% | ? | 15% | 7% | 15%
NC1=NC(=Nc2cccc(S(=O)(=O)N3CCOCC3)c2)c2ccccc21 | -0.3% | -3% | 11% | -2% | -4% | -7% | 3% | -1 | 7% | 1% | -4%
O=C(COc1ncnc2sccc12)Nc1ccc2c(c1)OCCO2 | 0.1% | -3% | 15% | 0% | -1% | -18% | 11% | -1 | -19% | 6%[15.4 µM] | -1%
CCOC(=O)c1c(-c2ccccc2Cl)csc1NC(=O)CSc1nc(C)cc(=O)[nH]1 | -1.6% | 2% | 0% | -10% | -9% | -22% | -7% | 4 | -11% | -7% | 3%
Cc1cc(C)cc(-n2ncc3c2CCCC3NC(=O)CCCn2cncn2)c1 (stereo not drawn) | . | -1% | . | -1% | . | -10% | . | . | -14% | . | 5%
Cc1cc(C(=O)Nc2cccc(S(=O)(=O)N3CCCC3)c2)c2ccccc2n1 | 0.1% | -2% | 0% | -1% | -1% | -31% | -21% | -3 | -42% | 15% | 19%
COc1cc(-c2ccc3oc(-c4ccsc4)cc(=O)c3c2)cc(OC)c1OC | 0.2% | 0% | -8% | -14% | 2% | -71% | -5% | . | -32% | -8% | ?
COc1ccc(CN2CCCC(C(=O)N(C)Cc3ccccc3)C2)cc1OC (stereo not drawn) | -0.7% | 0% | 0% | 0% | 0% | -8% | 12% | -1 | -14% | -6% | -3%
COc1cc(C2CC(=O)Oc3cc(O)ccc32)cc(OC)c1OC (stereo not drawn) | -0.4% | -3% | 5% | 2% | 0% | 0% | 1% | . | -3% | -4% | 13%
Cc1nnc(SCC(N)=O)n1CCc1ccccc1 | 3.9% | 0% | 2% | 2% | -1% | -1% | -2% | 1 | 5% | 4% | 2%
CC(=O)Nc1ccc(N/C=C2/CCCC2=O)cc1 | -0.1% | -4% | 14% | 6% | 0% | -11% | 2% | 0 | 8% | 6% | -2%
CCn1c(N2CCN(C(=S)NC)CC2)nc2ccccc21 | 0.5% | -1% | -4% | 3% | 1% | -1% | -4% | -3 | 31% | -11% | -9%
CC1=CC(C)(C)NC(=S)N1c1cccc(C)c1 | 0.1% | -7%&-9% | -2% | 5%&9% | -1% | -4%&-5% | -5% | 0 | 3%&-33% | -17% | 3%&-2%
CCOC(=O)c1c(NC(=O)c2ccccc2C)sc2c1CC(C)(C)OC2 | 0.2% | -4% | -6% | -5% | 2% | -32% | -7% | 4 | -36% | 18% | 8%
Cn1cccc1Cc1nnc(SCC(=O)Nc2cccc(F)c2)n1-c1ccc(F)cc1 | 0.1% | 0% | -3% | -7% | 1% | 8% | -2% | 0 | 0% | 2% | 3%
CC(c1ccccc1)N1CCn2c(nc3cc(NC(=O)NC4CCCCC4)ccc32)C1 (stereo not drawn) | -0.8% | -3% | -3% | 93%[activator] | -6% | -30% | 6% | 2 | -30% | -2% | .
CC1CC1C(=O)OCC(=O)NCc1ccccc1Cl (stereo not drawn) | -0.1% | -3% | 0% | -1% | 1% | 10% | 3% | -2 | -21% | 4% | -6%
